RXFP1 agonist = agonists of human relaxin receptor RXFP1; 370,000 compounds, 0.3% hits; AID 2676; Potency, µM (doses to about 57.5 µM), without a hit: top-dose activation, most hits filed as activators; Q9HBX9; HEK293T-RXFP1 cAMP TR-FRET, 30 min; response scale: percent of porcine relaxin response, buffer zero; also: potency is read from the fitted curve at half-maximal effect; % is scaled to controls: 0 for no effect and ±100 for the full control effect; nearly all actives have a fitted effect of over 60% in size; many of its hits are not listed in these tables
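cAMP rise read by TR-FRET after 30 min, 37C compound exposure (up to 58 uM) in RXFP1-transfected HEK293 cells with Ro 20174 present. EC50 from Hill-equation fits, with 29 nM porcine relaxin as 100% and buffer as basal.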
IDH1 R132H inh = blocks human mutant IDH1 R132H enzyme; IDH1-R132H enzyme, NADPH consumption, diaphorase/resazurin fluorescence; AID 602179; 390,000 compounds, 0.093% hits; Potency, µM (titrated, usually from 76.6 µM), for inactives: at the top dose activity change, negative = inhibition, usual class: inhibitors; O75874; also: potency is read from the fitted curve at half-maximal effect; % is scaled to controls: 0 for no effect and ±100 for the full control effect; nearly all actives have a fitted effect of over 65% in size
Target sequence (O75874 whole entry R132H, stated change not applied): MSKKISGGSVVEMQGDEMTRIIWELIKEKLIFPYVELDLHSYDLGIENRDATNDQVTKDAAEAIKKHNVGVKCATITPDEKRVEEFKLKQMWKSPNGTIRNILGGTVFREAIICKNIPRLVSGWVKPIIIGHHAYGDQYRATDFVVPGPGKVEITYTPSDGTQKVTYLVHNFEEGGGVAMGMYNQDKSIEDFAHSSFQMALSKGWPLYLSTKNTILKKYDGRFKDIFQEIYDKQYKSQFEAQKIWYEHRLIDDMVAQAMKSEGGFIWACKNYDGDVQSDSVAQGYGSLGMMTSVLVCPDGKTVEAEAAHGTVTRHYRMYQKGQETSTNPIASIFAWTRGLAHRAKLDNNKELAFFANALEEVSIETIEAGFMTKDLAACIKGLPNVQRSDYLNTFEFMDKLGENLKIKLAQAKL
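IDH1-R132H (0.5 ug/mL) preincubated 30 min with compound, then NADPH (0.016 mM) and alpha-KG (2 mM) added; 80 min at RT, pH 7.5. Remaining NADPH coupled via diaphorase/resazurin to fluorescence (540/590 nm); concentration-response curves normalized to no-enzyme control.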
TrxR1 substrate = rat thioredoxin reductase 1 substrate activity | AID 588456 | O89049 | Potency, µM (top dose mostly 114 µM), without a hit: at the highest dose activity change, negative = substrate turnover | 390,000 compounds, 0.01% hits | purified TrxR1 substrate turnover, NADPH consumption readout; also: potency is read from the fitted curve at half-maximal effect; % is scaled to controls: 0 for no effect and ±100 for the full control effect; nearly all actives have a fitted effect of over 50% in size
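Rat TrxR1, dispensed at 90 nM, was prereduced with 400 uM NADPH (final) for 5 min at ~22 deg C, then incubated with compound 15 min before 400 uM selenite. A first-read NADPH fluorescence drop versus no-compound background flagged substrates.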
USP1 inh = inhibitors of human USP1/UAF1 deubiquitinase. O94782. recombinant USP1/UAF1, Ub-Rhodamine cleavage fluorescence. Potency, µM (top dose mostly 57.1 µM), for inactives: at the highest dose activity change, negative = inhibition, usual class: inhibitors. 390,000 compounds, 0.23% hits. AID 743255; also: potency is read from the fitted curve at half-maximal effect; % is scaled to controls: 0 for no effect and ±100 for the full control effect; nearly all actives have a fitted effect of over 60% in size; inactives centre near -12
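Step one: compound is pinned into 1nM USP1/UAF1 in HEPES pH 7.8 buffer with TCEP. Step two: 15 min room-temperature incubation. Step three: Ub-Rho (150nM final) starts cleavage, tracked by fluorescence over six one-minute reads.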
Glioma ERSR ind = induces the endoplasmic reticulum stress response in human glioma cells; AID 602332; U87-MG GRP78 promoter luciferase reporter, 16 h; 420,000 compounds, 0.02% hits; Potency, µM, without a hit: top-dose activation, most hits filed as activators; also: potency is read from the fitted curve at half-maximal effect; series mostly up to about 76 µM; % of control where 0% means no effect; nearly all actives have a fitted effect of over 35% in size
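Stably transfected U87-MG human glioma cells carrying a GRP78-based luminescent sensor were seeded at 1000 cells/well, pin-dosed with compounds and incubated 16 h. Luciferase reagent was then added, and end-point luminescence was read after 10 min at room temperature.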
PI4K2A block = PI4K2A (human) kinase inhibition | 420,000 compounds, 0.13% hits | activity change, negative = inhibition, % at 76.9 µM | purified PI4K2A, ADP-Glo luminescence, 1 h; stronger effect = lower value; in the data active = activity change below about -50%; inconclusive = mostly about -30% to -49%;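 also: -100% = wells without enzyme as full effect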
Target sequence (Q9BTU6 whole entry, looked up): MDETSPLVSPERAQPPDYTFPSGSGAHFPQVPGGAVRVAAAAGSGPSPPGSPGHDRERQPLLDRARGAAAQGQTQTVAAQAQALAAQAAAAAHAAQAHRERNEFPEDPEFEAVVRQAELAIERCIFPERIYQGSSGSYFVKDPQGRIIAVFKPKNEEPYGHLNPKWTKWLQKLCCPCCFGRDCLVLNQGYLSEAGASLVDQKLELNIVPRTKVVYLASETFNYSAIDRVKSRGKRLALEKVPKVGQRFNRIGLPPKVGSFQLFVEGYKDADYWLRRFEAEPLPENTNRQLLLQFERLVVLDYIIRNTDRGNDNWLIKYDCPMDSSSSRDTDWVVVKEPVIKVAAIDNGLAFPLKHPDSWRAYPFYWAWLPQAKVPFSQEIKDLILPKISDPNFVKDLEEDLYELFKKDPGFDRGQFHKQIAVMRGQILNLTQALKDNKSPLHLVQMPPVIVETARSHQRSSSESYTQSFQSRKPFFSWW
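ADP-Glo luminescence measured ADP generated by PI4K2A enzyme (4 ug/mL before mixing) with 1.2 mM PI substrate (pre-mix) and 300 microM ATP (pre-mix). Tris pH7.5 buffer with MgCl2, Triton X-100; 1 h reaction at ambient temperature.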
Vif-A3F inh = blocks the Vif interaction with APOBEC3F; HeLa A3F-eYFP + Vif (tagged APOBEC3F with the HIV-1 protein that degrades it), YFP fluorescence increase; Potency, µM (series often up to 46.1 µM), inactives show at the top dose activity, negative = active; 390,000 compounds, 0.2% hits; AID 602313; also: potency is read from the fitted curve at half-maximal effect; % of control where 0% means no effect; nearly all actives have a fitted effect of over 65% in size
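HeLa cells stably expressing Vif plus C-terminally eYFP-tagged A3F were seeded, incubated overnight at 37 deg C, dosed with compound, incubated overnight again at 37 deg C. Yellow fluorescence (Ex 488/Em 500-530) reported blocked Vif-mediated A3F-eYFP degradation.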
LDHA inh = LDHA (human) enzyme inhibition. AID 1347041. purified LDHA, NADH/diaphorase-resazurin fluorescence; stronger effect = lower value. 480,000 compounds, 0.15% hits. activity change, % (values are at about 110 or 230 µM); in the data active = activity change below about -30%; inconclusive = mostly about -25% to -30%;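 also: plate controls were DMSO wells for no effect and wells without enzyme for full effect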
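Human LDH5 (2 nM) was incubated with 0.06 mM NADH and 0.2 mM pyruvate for 5 min at room temperature in Tris pH 7.4. Remaining NADH was coupled through diaphorase/resazurin, and resorufin fluorescence was read at 0 and 20 min.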
Vif-APOBEC3G blk = blocks the Vif interaction with human APOBEC3G; Potency, µM (doses to about 46.1 µM), for inactives: at the top dose activity, negative = active, most hits filed as inhibitors; HeLa A3G-eYFP + Vif (tagged APOBEC3G with the HIV-1 protein that degrades it), YFP fluorescence, overnight; AID 602310; 410,000 compounds, 0.076% hits; Q9HC16;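 also: potency is read from the fitted curve at half-maximal effect; % is scaled to controls: 0 for no effect and ±100 for the full control effect; nearly all actives have a fitted effect of over 60% in size; hits raise eYFP signal because A3G escapes Vif-driven loss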
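HeLa cells stably expressing Vif and C-terminally eYFP-tagged A3G, seeded overnight at 37 deg C, then exposed to compound by pintool overnight at 37 deg C. Rise in yellow fluorescence (Ex 488/Em 500-530, Acumen) marks blocked Vif-driven A3G degradation.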
Starred values were filed as active, the others as inactive; ? = inconclusive; · = not tested or not shown; & = joins results of further samples; [ ] = remark or other dose. Unless noted, calls follow the shape of the dose curve; as a rule, active = well fitted curve in the direction sought with a large enough effect; inconclusive = small, poorly fitted or top-dose-only effect, or another doubt; inactive = no such curve, though single readings can be large; an effect the other way counts as inactive or inconclusive. Only part of the results is shown; rates above refer to the full screens.

Second line of a record: Vif-APOBEC3G blk, TrxR1 substrate, Glioma ERSR ind, RXFP1 agonist, Vif-A3F inh, USP1 inh, IDH1 R132H inh, PI4K2A block, LDHA inh
> CC(=O)Nc1ccc2nc(NC(=O)COc3cccc(C)c3)sc2c1
 : -3%, 4%[57.1 µM], 1%, 3.7%, 11%, -8%, 1%, 1, -5
> O=C(NNC(=S)Nc1ccc(Br)cc1Cl)c1ccncc1
 : 0%, 8%[57.1 µM], 3%, 1.7%, -4%, -3%, -3%, -3, -10
> COc1ccc(C2CC(c3ccc(C(F)(F)F)cc3)=NN2c2ccc(S(N)(=O)=O)cc2)cc1 (configuration not stated)
 : -11%, 274%[activator], -11%, ·, 0%, -21%, -3%, -3, 1
> CC1CCCCC1NC(=O)COc1ccc(C#N)cc1 (configuration not stated)
 : -1%, 5%[57.1 µM], -2%, ·, -10%, -8%, 0%, -11, -12
> Cc1cc(C)c2c(C)nn(C3CCCCC3)c2n1
 : 0%, 17%, -3%, 0.8%, 4%, -16%, 10%, 2, -1
> COc1ccc(C=Nc2ccc3[nH]ncc3c2)c(O)c1
 : -7%, 26%, 0%, -2.5%, 5%, -12%, 5%, -9, 32
> O=C(c1ccc(OC2CCN(CCc3ccccc3)CC2)cc1)N1CCC[C@H]1CO
 : 1%, 15%, -4%, -0.8%, -11%, -19%, 9%, -5, 0
> CN(CC(=O)Nc1ccccc1Cl)C(=O)CSc1nncs1
 : 0%, 1%, -2%, 3.0%, ?, -13%, 8%, -4, 2
> CCN(CC(=O)NCc1ccc(F)cc1)C(=O)COc1ccc2ccccc2c1
 : -1%, -13%, 0%, 2.4%, 2%, -12%, 4%, -2, 1
> OCCCNc1ncnc2c1ncn2[C@H]1CN(Cc2ccc(-c3ccccc3)cc2)C[C@@H](CO)O1
 : 3%, ·, -3%, ·, ·, ·, ·, 1, -5
> CCN(CC)CCNC(=O)C1CCN(S(=O)(=O)c2c(C)noc2/C=C/c2ccccc2F)CC1
 : 0%&10%, 0%&2%[57.1 µM], -7%&-4%, -3.3%&1.9%, ?, -18%&-15%, 4%&0%, 8&-3, -1&1
> O=C(/C=C/c1ccc([N+](=O)[O-])cc1)c1ccccc(=O)c1O
 : ?, 3%[11.4 µM], -8%, ·, ?, -8%, 8%, 4, 8
> COC(=O)c1cc(OC)nc(OC)c1
 : 2%, 42%[activator], 1%, 2.8%, -3%, -6%, 8%, 5, -3
> Nc1nc2ccc(Br)cc2s1
 : -10%, ·, 4%, ·, -3%, -22%, 13%, -6, -2
> O=C(Cc1ccc(F)cc1)Nc1nnc(SCC(=O)NC2CCCC2)s1
 : 1%, 4%[57.1 µM], -4%, 3.5%, -10%, -5%, -4%, -2, -5
> COc1cccc(CC(=O)OCC(=O)NC(=O)c2ccc(OC(F)F)cc2)c1
 : 1%, -13%, -2%, 1.3%, 3%, -9%, 0%, 2, -4
> CCOC(=O)C(C)n1nc(C)c2sc3ccccc3c2c1=O (configuration not stated)
 : 1%, 5%, -2%, 8.6%, -3%, -11%, 3%, 0, -6
> O=C(CN1C(=O)c2ccccc2C1=O)NCC(=O)Nc1ccccc1
 : 1%, -14%, -4%, ·, -8%, -2%, -4%, 2, -19
> COc1ccc(NC(=O)N2CCCn3nc(C)cc32)cc1OC
 : 2%, -3%, -4%, -5.5%, -2%, -7%, -11%, 0, 3
> C/C(=N\NC(=O)C(=O)Nc1cc(Cl)ccc1Cl)c1ccncc1
 : 2%, -6%, -1%, 1.5%, 2%, 5%, 2%, -2, -6
> O=C1CC(c2ccccc2)Cc2[nH]c(=O)c(C(=O)O)cc21 (configuration not stated)
 : 2%, 8%[0.0914 µM], -3%, ·, ·, ·, ·, ·, 6
> O=C(Nc1ccc(Cl)cc1)c1ccc2c(=O)n3c(nc2c1)CCCCC3
 : 1%, 6%[57.1 µM], 0%, 4.0%, 0%, 2%, 6%, -5, -5
> Clc1ccccc1Cn1nnc2ccccc21
 : 1%, -5%, -2%, -0.1%, 12%, -11%, -19%, 7, -5
> CC(OC(=O)CCN=C1NS(=O)(=O)c2ccccc21)C(=O)Nc1ccc(F)cc1Cl (configuration not stated)
 : -2%, -1%, -2%, 0.4%, 8%, -16%, -3%, 1, -2
> Cc1ccc(CNC(=O)c2csc3c2CCCCC3)cc1
 : 0%, -11%, -5%, 0.4%, -7%, -8%, -2%, 5, -21
> COc1ccccc1OP(=O)(O)Oc1ccccc1OC
 : 4%, 8%, -2%, 0.3%, ?, -12%, -11%, 4, -1
> CC(C)(C)NC(=O)CN(C(=O)CS(=O)CC(=O)Nc1ccc(F)cc1)c1ccc2c(c1)OCCO2 (configuration not stated)
 : 0%, -1%, 11%, -2.2%, -3%, -7%, 2%, -1, -2
> O=C(O)c1ccc(CSc2nnc(COc3ccc(Cl)cc3Cl)o2)cc1
 : 1%, 3%, 1%, 0.2%, 1%, -6%, 9%, -2, -10
> Cc1cc(=O)[nH]c(SCC(=O)Nc2cc(S(=O)(=O)N(C)C)ccc2Cl)n1
 : 6%, 0%, 2%, 8.4%, 1%, -16%, 10%, -1, 4
> O=c1c2ccccc2oc2cc(-c3ccc(CN4CCOCC4)cc3)ccc12
 : -6%, 5%, -8%, 2.3%, -1%, ?, -3%[38.3 µM], -3, 1
> COC(=O)c1cc(C)sc1NC(=O)C1CC=CCC1C(=O)O (configuration not stated)
 : 0%, 9%, -1%, ?, -8%, -4%, 10%, 0, -5
> Cn1ccnc1SCC(=O)Nc1ccccc1
 : -2%, -2%, 6%, -4.1%, -6%, 6%, 5%, 0, -8
> Cc1nc(NCc2ccco2)c2c(C)c(C)sc2n1
 : 3%, 4%[57.1 µM], 0%, -1.1%, -4%, -12%, -2%, 6, ?
> Cc1cc(C(=O)N2CCN(C/C=C/c3ccccc3)CC2)cs1
 : 0%, -7%, 2%, -1.3%, -1%, -17%, 3%, -1, 6
> O=C(NCc1csc(-c2cccs2)n1)c1cccc(Cl)c1
 : 0%, 2%[57.1 µM], 3%, 0.5%, 1%, -15%, -3%, -2, -4
> C/C(=N/NC(=O)c1ccco1)c1cccc(NC(=O)c2ccc(C)o2)c1
 : -4%, 1%, 6%, -1.2%, 0%, -16%, 8%, 6, -4
> CCCNC(=O)Cn1c(=O)n(CC2CCC(C(=O)NC)CC2)c(=O)c2sccc21 (configuration not stated)
 : -1%, 11%[57.1 µM], -3%, 0.4%, -3%, -6%, 34%[activator], 6, -10
> CCOC(=O)c1c(NC(=O)CN2CCN(S(=O)(=O)c3cc(Cl)ccc3Cl)CC2)sc(C(=O)N(C)C)c1C
 : -5%, 5%, 1%, ·, 13%, -27%, -7%, 7, -7
> CC(C(=O)NC(N)=O)N1C(=O)NC(c2ccccc2)(c2ccccc2)C1=O (configuration not stated)
 : -3%, -4%, -2%, -0.9%, -3%, -9%, 6%, -2, 0
> Cc1ccc(SC(C)C(=O)NCc2cccnc2)cc1 (configuration not stated)
 : 4%, 4%, -2%, 1.3%, -1%, -28%, 6%, 4, -5
> Cc1ccccc1Cn1nc(C)c(NC(=O)/C=C/c2cnn(C)c2C)c1C
 : -12%, -11%, -4%, 3.2%, 3%, -7%, 6%, 1, -6
> Cc1ccc(C(=O)/C=C/C(=O)O)cc1
 : ?, -4%, -13%, -1.6%, 0%, 1%, 2%, -15, -6

One compound at a time, from the list above:
CCCNC(=O)Cn1c(=O)n(CC2CCC(C(=O)NC)CC2)c(=O)c2sccc21 (configuration not stated) as listed: Vif-APOBEC3G blk: -1%; TrxR1 substrate: 11%[57.1 µM]; Glioma ERSR ind: -3%; RXFP1 agonist: 0.4%; Vif-A3F inh: -3%; USP1 inh: -6%; IDH1 R132H inh: 34%[activator]; PI4K2A block: 6; LDHA inh: -10
COC(=O)c1cc(C)sc1NC(=O)C1CC=CCC1C(=O)O (configuration not stated) as listed: Vif-APOBEC3G blk: 0%; TrxR1 substrate: 9%; Glioma ERSR ind: -1%; RXFP1 agonist: ?; Vif-A3F inh: -8%; USP1 inh: -4%; IDH1 R132H inh: 10%; PI4K2A block: 0; LDHA inh: -5
CCOC(=O)c1c(NC(=O)CN2CCN(S(=O)(=O)c3cc(Cl)ccc3Cl)CC2)sc(C(=O)N(C)C)c1C as listed: Vif-APOBEC3G blk: -5%; TrxR1 substrate: 5%; Glioma ERSR ind: 1%; RXFP1 agonist: ·; Vif-A3F inh: 13%; USP1 inh: -27%; IDH1 R132H inh: -7%; PI4K2A block: 7; LDHA inh: -7

High-throughput results from PubChem BioAssay.
